EBI2 block: EBI2 (human) antagonism; P32249; EBI2 beta-arrestin recruitment, luminescence, 7a,25-OHC stimulated; inhibition, % at 5 µM; actives 0.81% (n = 360,000); AID 651636; in the data active = inhibition above about 38%;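 note: enzyme fragment complementation signal reports receptor beta-arrestin coupling in cells; 0% = agonist plus DMSO wells and 100% = wells without agonist; some results beyond the cut were filed as inactive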
Target sequence (P32249 whole entry, looked up, the tested form may be a part): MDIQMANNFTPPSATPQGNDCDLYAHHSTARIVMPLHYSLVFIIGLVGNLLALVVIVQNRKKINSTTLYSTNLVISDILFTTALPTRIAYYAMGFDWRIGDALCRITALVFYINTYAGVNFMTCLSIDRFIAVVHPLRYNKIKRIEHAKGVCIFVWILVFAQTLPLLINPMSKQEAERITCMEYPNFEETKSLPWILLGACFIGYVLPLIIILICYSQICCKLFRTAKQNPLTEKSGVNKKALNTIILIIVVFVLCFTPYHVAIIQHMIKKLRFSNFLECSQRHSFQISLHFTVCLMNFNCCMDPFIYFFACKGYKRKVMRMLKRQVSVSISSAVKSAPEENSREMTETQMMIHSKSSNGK
CXCR6 inh: inhibitors of human CXCR6 receptor | O00574 | CHO-K1 PathHunter CXCR6 beta-arrestin, luminescence | inhibition, % at 20 µM | actives 0.36% (n = 360,000) | AID 602244; in the data active = inhibition above about 34%, passing the limit was not always enough;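 note: antagonist mode with CXCL16 agonist at 10 nM final; 0% = 10 nM CXCL16 with DMSO and 100% = unstimulated wells without agonist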
Target sequence (O00574 whole entry, looked up): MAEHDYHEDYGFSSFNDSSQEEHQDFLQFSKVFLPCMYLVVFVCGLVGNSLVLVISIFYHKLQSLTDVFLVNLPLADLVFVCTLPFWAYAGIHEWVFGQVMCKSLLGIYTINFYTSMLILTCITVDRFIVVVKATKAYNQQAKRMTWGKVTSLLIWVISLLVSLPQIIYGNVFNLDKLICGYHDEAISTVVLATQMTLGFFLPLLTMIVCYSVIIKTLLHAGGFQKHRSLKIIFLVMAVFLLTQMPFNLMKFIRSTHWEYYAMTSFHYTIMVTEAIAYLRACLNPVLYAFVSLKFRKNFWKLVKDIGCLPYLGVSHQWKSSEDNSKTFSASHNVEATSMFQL
Active calls of the source: *.

EBI2 block	CXCR6 inh	SMILES
1.0	5.3	Cc1cccc(C(=O)OCC(=O)Nc2sccc2C(N)=O)c1C
0.9	0.7	O=C(NNC(=O)c1cc(S(=O)(=O)N2CCOCC2)ccc1Cl)c1ccc(F)cc1
23.8	-3.0	COc1cc(F)ccc1-c1csc(C(O)(c2ccccc2)C(F)(F)F)n1 (stereo not given)
6.2	1.9	CC(C)(C)C1CCC(=O)N2CCC[C@]2(c2ccccc2)C1 (stereo not given in full)
6.6	-4.0	CN1CCOc2c1cnn(CCO)c2=O
-14.6	3.4	C[C@H]1CN([C@@H](C)CO)C(=O)CCCn2cc(nn2)CO[C@@H]1CN(C)C(=O)Nc1ccc(F)cc1
-12.6	-4.2	O=C(O)Cn1nnc(-c2ccccc2)c1COc1ccccc1
3.3	-8.2	OC(c1ccccc1)(c1nc(-c2cc(F)cc(F)c2)cs1)C(F)(F)F (stereo not given)
0.9	4.7	C=C(C)Cn1c2ccc(NC(=O)CCOCC)cc2c(=O)n1C
-1.3	-4.8	CCc1nc2c(OCc3cccc(OC)c3)cccn2c1N(C)C(=O)c1ccccc1F
-0.2	1.2	Nc1ncnc2c1ncn2[C@@H]1O[C@H](C(=O)N2CCC[C@@H]2C(=O)OCc2ccccc2)[C@@H](O)[C@H]1O
-6.7	1.7	CCCCSCc1nc2nc(Cl)c(Cl)nc2[nH]1
-10.4	-2.3	Cc1nc(C(=O)O)cc([N+](=O)[O-])c1C
-0.7	3.7	CN(C)C(=O)c1ccc(NC(=O)c2cccc(-n3cnnn3)c2)cc1
7.8	8.7	Cc1ccc(SC[C@H](C)CN2CCC(NC(=O)OCc3ccccc3)CCC2=O)cc1 (stereo not given in full)
-1.2	3.8	CCC(C)[C@H]1CNC(=O)C(=O)N1CCc1cccc(F)c1 (stereo not given in full)
-21.8	-2.8	CC1(C)N=C(N)N=C(N)N1c1cc(Cl)ccc1Cl
-11.4	5.0	O=C(NCc1cccc(C(F)(F)F)c1)c1csc(COCCO)n1
-11.3	-7.3	O=C(NCCCn1ccnc1)c1[nH]c(C(F)(F)F)nc1-c1ccccc1
-7.9	3.2	CCCc1cc(=O)oc2cc(C)cc(OCC(=O)N3C[C@H]4C[C@@H](C3)c3cccc(=O)n3C4)c12
-1.6	4.4	CCOC(=O)C1(C)CCCCN1C(=O)c1ccoc1 (stereo not given)
2.5	1.5	COc1cccc(C(C)(O)c2nc(-c3ccc(OC)c(OC)c3)cs2)c1 (stereo not given)
-4.3	-16.3	Cc1cc(OC(=O)Nc2ccccc2)ccc1Cl
-0.4	0.7	CC(=O)Nc1ccc(NC(=O)C2(C)Cc3c(-c4cccc(NC(C)=O)c4)ccnc3O2)cc1 (stereo not given)
-1.3	5.5	CCCCCCN1CCN(C2CN(C3CCCCC3)S(=O)(=O)C2)CC1 (stereo not given)
-1.9	-0.4	CCc1nc2ccc(C(=O)N3CCN(C(=O)c4ccco4)CC3)cn2c1N(CCC(C)C)CCN(C)C
4.3	-1.6	COc1ccc(Cl)c(-c2cc(C(=O)Nc3ccc(C)c(NS(C)(=O)=O)c3)[nH]n2)c1
1.5	-1.9	CCCS(=O)(=O)NC(=O)C1(C)CCN(C(=O)c2ccc(C(F)(F)F)cc2)C1 (stereo not given)
-0.2	0.4	CCc1nc2c(OCCOc3ccc(F)cc3)cccn2c1N(C)C(=O)C(C)C
-3.8	0.8	CCc1nc2ccc(C(=O)NCc3ccc(OC)cc3)cn2c1N(CC)CCOC
-8.0	0.8	Cc1cccc(C)c1NC(=O)C1(C)CCC(=O)N1C1CCN(Cc2ccccc2)CC1 (stereo not given)
-4.9	2.3	COCCc1ccc(OC2(C)CCN(Cc3cccn3-c3nccs3)C2)cc1 (stereo not given)
2.0	-1.8	COc1ccc([C@@H]2C[C@H]3[C@@H](CN2S(=O)(=O)c2ccccc2)C(=O)C[C@@H](c2ccc(C)cc2)N3S(=O)(=O)c2ccc(C)cc2)cc1
-5.2	-0.2	COc1ccc(Cl)cc1NS(=O)(=O)c1cccc(C(=O)NCCCN2CCOCC2)c1
-6.0	3.0	Nc1ccn(CCCN2CCN(C(=O)C3CC3)CC2)c(=O)n1
2.8	-0.1	CCc1cccc(CC)c1N1C(=O)CSCC1=O
-6.3	-4.7	COc1cccc(CNC(=O)c2cc(S(=O)(=O)N3CCCCC3)ccc2C)c1
19.4	10.5	CCCCCCN1C[C@@H](O)[C@H](n2cc(-c3ccc(F)cc3)nn2)C[C@@H]1c1ccccc1
1.3	-3.0	O[C@H]1C[C@H](c2ccc(Cl)cc2)N(Cc2cccs2)C[C@@H]1n1cc(-c2ccc(F)cc2)nn1
-8.5	0.4	COc1ccc(S(=O)(=O)NC(=O)C2(C)CCN2C(=O)COc2ccc(Cl)cc2)cc1 (stereo not given)
6.9	1.8	COc1ccc(-c2cc(C(=O)NCC3CCCCC3)[nH]n2)c(C)c1
-4.6	-3.0	COc1ccccc1C#Cc1cnc2c(c1)C(=O)N([C@H](C)CO)C[C@@H](C)[C@@H](CN(C)C(=O)c1ccc3c(c1)OCO3)O2
-14.0	-2.1	CCCCn1nnnc1C1(C)CCC(=O)N1Cc1ccc(F)cc1 (stereo not given)
3.3	1.2	COc1ccc(Cc2nc3ccc(C(=O)NCCc4ncccc4C)cc3o2)cc1OC
2.3	-2.8	CCCCCCn1c(=O)n2n(c1=O)C[C@]1(OC(=O)NCc3ccco3)CN(S(=O)(=O)c3ccc(C)cc3)C[C@]1(O)C2
-4.5	-2.0	COc1cccc(C(C)(O)c2nc(-c3ccc(S(C)(=O)=O)cc3)cs2)c1 (stereo not given)
15.7	11.4	CN1OC[C@@H]2CN(Cc3ccc4c(c3)OCO4)[C@H](c3ccc(N4CCCCC4)cc3)C[C@@H]21
64.6*	-6.4	OC[C@@H]1CN(Cc2ccc(F)cc2)C[C@H](n2cnc3c(NC4CC4)ncnc32)O1
7.3	0.5	Cc1noc(C)c1-c1ccc(C(=O)NCc2cccnc2)c2occc12
-1.7	-7.1	Nc1ncnc2c1ncn2[C@@H]1O[C@H](CNC(=O)OC[C@@H](N)Cc2ccccc2)[C@@H](O)[C@H]1O
1.8	-4.2	CN(C)c1ccc(-c2ccnc3c2CC(C)(C(=O)Nc2ccc(Cl)c(C(F)(F)F)c2)O3)cc1 (stereo not given)
-15.2	-7.4	COc1ccccc1NC(=O)Nc1nc(C(N)C2CCCCC2)cs1 (stereo not given)
-6.6	0.1	CC(C)n1ncc2c(C(=O)N3CCN(Cc4cccs4)CC3)cc(C3CC3)nc21
4.7	1.0	CC(C)n1nnnc1C1c2ccccc2C(=O)N1Cc1ccccc1 (stereo not given)
-14.8	-16.1	COc1cc(Cn2c3ccc(NC(=O)CCc4ccccc4)cc3c(=O)n2C)ccc1F
15.0	6.3	O=C(NC(c1ccccc1)c1ccc2ccccc2n1)C1CCN(Cc2ccc(Oc3ccccc3)cc2)CC1 (stereo not given)
11.5	11.3	Cc1ccc2nc(-c3cccc(Cl)c3)c(Cc3ccccc3)n2c1
-4.6	-1.4	COc1ccc(N2CCN(C(=O)COC(=O)CC(NC(N)=O)c3ccc(Cl)cc3)CC2)cc1 (stereo not given)
2.2	-11.1	CCNC(=O)C1(C)CCCN(C(=O)/C=C/c2ccccc2)C1 (stereo not given)
-8.5	-1.4	COC(=O)c1cc(S(=O)(=O)Nc2cccc(-c3ccno3)c2)c[nH]1

Next part:
EBI2 block	CXCR6 inh	SMILES
-4.2	1.3	OCC1OC(n2ccc3c2ncn2ncnc32)C(O)C1O (stereo not given)
-6.4	-9.7	COc1ccc([C@H]2C[C@H](n3cc(C4CC4)nn3)[C@@H](O)CN2C(=O)C2CCCCC2)cc1
-0.8	9.9	Cc1cn([C@H]2C[C@H](O)[C@@H](CNC(=O)[C@H](N)Cc3cn(COCc4ccccc4)cn3)O2)c(=O)[nH]c1=O
1.5	0.1	CC(C)CNC(=O)C1(C)CCCN1Cc1ccc(S(C)(=O)=O)cc1 (stereo not given)
-6.2	13.9	CC12CCC(/C(=C/NNc3ccc([N+](=O)[O-])cc3[N+](=O)[O-])C1=O)C2(C)C (stereo not given)
-3.5	4.5	CCc1nc2ccc(C(=O)NCc3ccc4c(c3)OCO4)cn2c1N(C)C(=O)Cc1ccccc1
-10.8	7.0	COc1ccc(-c2c(C(=O)c3ccccc3)[nH]c(N)c2C(=O)NCc2ccccc2)cc1OC
-4.2	-3.6	COc1ccc([C@H]2N[C@]3(CCCN(Cc4ccc(F)cc4)C3=O)[C@H]3C(=O)N(C)C(=O)[C@@H]23)cc1
-1.2	3.5	CC(C)[C@H](NC(=O)c1ccc(Cl)cc1)C(=O)Nc1cccc(S(=O)(=O)N2CCOCC2)c1
2.1	-2.4	O=C(Nc1ccc(NC(=O)c2ccccc2)c2ccccc12)c1ccccc1
-2.1	0.8	O=C1NC[C@@H](CCCCN2CCN(CCC3CCCCC3)C(=O)C2=O)N(CC2CCCCC2)C1=O
2.9	-0.4	COCCc1ccc(OC2(C)CCN(Cc3ccc(OC)c4ccccc34)C2)cc1 (stereo not given)
-14.6	-3.7	O=C(NCc1ccc(F)cc1F)[C@@H]1CCCN1C(=O)[C@@H]1CCCN1
-11.0	2.3	CN(Cc1ccncc1)C(=O)[C@@H]1CCCN1C(=O)[C@@H]1CCCN1
8.3	13.0	Cc1ccc(C(NC(=O)C2CCN(CCOc3ccccc3)CC2)c2ccccn2)cc1 (stereo not given)
-10.9	8.4	Cc1ccc(NC(=O)CN(C)C(=O)C2CSC3(C)CCC(=O)N23)cc1 (stereo not given)
-4.8	0.7	Cc1cc(Cl)ccc1OC(C)C(=O)Nc1cccc(S(=O)(=O)N2CCOCC2)c1 (stereo not given)
19.2	-1.8	CC(=O)NCCNc1nc(NCC2CC2)nc2cc(-c3ccccc3)sc12
-0.2	-3.8	Cc1cc(Cl)ccc1C(O)c1ncc(-c2ccc(F)cc2)[nH]1 (stereo not given)
-9.8	6.0	COc1ccc(CCNC(=O)c2ccc3c(c2)S(=O)(=O)N=C2CCCCCN23)cc1OC
11.1	5.3	CC1(C(=O)NCc2ccccc2Br)CCN1C(=O)CCc1ccc(Cl)cc1Cl (stereo not given)
-6.3	0.0	O=C(Nc1cc(S(=O)(=O)N2CCCC2)ccc1OCC(F)(F)F)c1ccncc1
1.0	-1.2	CC(=O)NC(C)(c1ccccc1)c1nc(-c2cccc3cccnc23)cs1 (stereo not given)
2.5	-3.3	CCC(=O)N1CCCC(C(=O)Nc2nc3ccccc3[nH]2)CC1 (stereo not given)
-7.9	8.8	O=C(c1nc2ccc(Cl)cn2c1CN1CCC[C@H]1CO)N1CCc2ccccc2C1
-15.7	2.2	COCCNC(=O)C1Cc2c(-c3ccc(NC(C)=O)cc3)ccnc2O1 (stereo not given)
-6.5	-9.1	CC1Cc2[nH]c(=S)[nH]c(=O)c2C(C(C)C)O1 (stereo not given)
0.0	-3.5	Cc1cccc(C)c1NC(=O)C1(C)CCC(=O)N1CCc1c[nH]c2ccccc12 (stereo not given)
-4.6	4.1	CCOC(=O)C1(C)CCN1C(=O)COc1ccccc1 (stereo not given)
-2.3	3.2	CN(CCOc1ccccc1)Cc1ccccc1
-3.9	-0.2	CC(CNC(=O)CC[C@H]1O[C@@H](n2ccc(=O)[nH]c2=O)[C@H](O)[C@@H]1O)c1ccccc1 (stereo not given in full)
13.3	2.0	Cc1cccc(C(O)c2ncc(-c3ccc(F)cc3)[nH]2)c1C (stereo not given)
-2.4	3.3	Cc1cn([C@H]2C[C@H](O)[C@@H](CNCc3ccc(Oc4cc(-n5cccn5)ncn4)cc3)O2)c(=O)[nH]c1=O
23.5	-15.2	CC(=O)N1CCN(c2cc(-c3ccccc3)nc3cc(-c4cccc(Cl)c4)nn23)CC1
-3.1	-3.6	CCCCNC(=O)C1(C)CCC(=O)N1CCOC (stereo not given)
-7.5	-17.2	C[C@@H]1CNC(=O)c2c(C(=O)Nc3ccc(CNC(=O)OC(C)(C)C)cc3)ncn21

Laid out differently: entries from further up
Results follow in this order: EBI2 block, CXCR6 inh
CCC(=O)N1CCCC(C(=O)Nc2nc3ccccc3[nH]2)CC1 (stereo not given)
    2.5, -3.3
O=C(c1nc2ccc(Cl)cn2c1CN1CCC[C@H]1CO)N1CCc2ccccc2C1
    -7.9, 8.8
COCCNC(=O)C1Cc2c(-c3ccc(NC(C)=O)cc3)ccnc2O1 (stereo not given)
    -15.7, 2.2
CC1Cc2[nH]c(=S)[nH]c(=O)c2C(C(C)C)O1 (stereo not given)
    -6.5, -9.1
Cc1cccc(C)c1NC(=O)C1(C)CCC(=O)N1CCc1c[nH]c2ccccc12 (stereo not given)
    0.0, -3.5
CCOC(=O)C1(C)CCN1C(=O)COc1ccccc1 (stereo not given)
    -4.6, 4.1
CN(CCOc1ccccc1)Cc1ccccc1
    -2.3, 3.2
CC(CNC(=O)CC[C@H]1O[C@@H](n2ccc(=O)[nH]c2=O)[C@H](O)[C@@H]1O)c1ccccc1 (stereo not given in full)
    -3.9, -0.2
Cc1cccc(C(O)c2ncc(-c3ccc(F)cc3)[nH]2)c1C (stereo not given)
    13.3, 2.0
Cc1cn([C@H]2C[C@H](O)[C@@H](CNCc3ccc(Oc4cc(-n5cccn5)ncn4)cc3)O2)c(=O)[nH]c1=O
    -2.4, 3.3
CC(=O)N1CCN(c2cc(-c3ccccc3)nc3cc(-c4cccc(Cl)c4)nn23)CC1
    23.5, -15.2
CCCCNC(=O)C1(C)CCC(=O)N1CCOC (stereo not given)
    -3.1, -3.6
C[C@@H]1CNC(=O)c2c(C(=O)Nc3ccc(CNC(=O)OC(C)(C)C)cc3)ncn21
    -7.5, -17.2

Screens from PubChem.

Some of the compounds tested (hit frequency here may not be typical).
